# Assay outcomes (PubChem BioAssay)
# Cycloheximide cs = Cycloheximide Counterscreen for Small Molecule Inhibitors of Shiga Toxin; cell reporter, cycloheximide protein synthesis inhibition counterscreen; max response, %; actives 12% (n = 300,000); in the data active means max response mostly above about 13%, no sharp cut-off; inactive means mostly below about 14%; further: read at 38.3 µM for the half of the compounds with a filed dose; 0% is about no effect
# HCV inh = qHTS Assay for Inhibitors of Hepatitis C Virus (HCV); Huh7.5.1 HCVcc-Cre infection, luciferase reporter, 44 h; Potency, µM (doses to about 41.8 µM), for the others: top-dose activity change, negative = inhibition, most hits filed as inhibitors; actives 3.4% (n = 340,000); further: potency means the concentration at half of the fitted maximal effect; on the % scale 0 is the no-effect control and ±100 the full control effect
#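 Reporter virus HCVcc-Cre (~0.5 moi) infects cells exposed to compound; seeding density 1,000 cells/well with 4 h settling beforehand. Luminescence, 15 sec read, taken 44 h post-infection following a 15 min RT substrate incubation.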
# FBPA Giardia inh = qHTS Assay for Inhibitors of Fructose-1,6-bisphosphate Aldolase from Giardia Lamblia. purified Giardia FBPA. Potency, µM (series often up to 59.6 µM), for inactives: top-dose activity, negative = inhibition, actives largely listed as inhibitors. actives 0.71% (n = 290,000); further: potency means the concentration at half of the fitted maximal effect; on the % scale 0 is the no-effect control and ±100 the full control effect; nearly all actives have a fitted effect of over 55% in size
# Target sequence (A8B2U2 whole entry, looked up): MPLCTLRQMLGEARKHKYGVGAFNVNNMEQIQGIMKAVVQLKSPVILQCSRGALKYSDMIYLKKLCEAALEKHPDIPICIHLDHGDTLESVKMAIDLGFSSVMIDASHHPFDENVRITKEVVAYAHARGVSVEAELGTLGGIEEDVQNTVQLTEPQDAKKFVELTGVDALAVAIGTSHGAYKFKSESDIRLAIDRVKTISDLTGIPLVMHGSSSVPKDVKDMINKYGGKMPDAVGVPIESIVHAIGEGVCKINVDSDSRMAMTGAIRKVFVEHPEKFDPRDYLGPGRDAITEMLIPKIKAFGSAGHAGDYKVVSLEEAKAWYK
#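 40 nM FBPA preincubated 10 min at RT with compound (up to 57.5 uM final), then substrate plus GAPDH/TPI/NAD/arsenate coupling and diaphorase/resazurin added. Fluorescence read after 20 min at RT, 525/598 nm.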
# Shiga toxin inh = A qHTS for Small Molecule Inhibitors of Shiga Toxin; actives 9.2% (n = 290,000); Vero cells, Shiga toxin protein synthesis inhibition reporter; AID 2315, 2010; inhibition, % at 38.7 µM; in the data active means inhibition mostly above about 28%, no sharp cut-off; inactive means mostly below about 43%; further: 0% is about no effect
# Pf growth 48h = Primary qHTS for delayed death inhibitors of the malarial parasite plastid, 48 hour incubation; P. falciparum luciferase growth in erythrocytes, 48 h; Potency, µM (doses to about 28.7 µM), for inactives: at the highest dose activity change, negative = inhibition, usual class: inhibitors; actives 5.9% (n = 310,000); further: potency means the concentration at half of the fitted maximal effect; on the % scale 0 is the no-effect control and ±100 the full control effect
#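 Luciferase-expressing parasites in RBCs, 2% Hct / 0.1% parasitemia final; RPMI 1640 + 0.5% Albumax; 37 C, 5% CO2, one generation; luminescence read-out, lower signal = inhibition.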
# Pf growth 96h = Primary qHTS for delayed death inhibitors of the malarial parasite plastid, 96 hour incubation; P. falciparum luciferase reporter growth, 96 h; Potency, µM (highest dose often 28.7 µM), inactives show at the top dose activity change, negative = inhibition, actives largely listed as inhibitors; actives 6.9% (n = 320,000); AID 504834, 2011; further: potency means the concentration at half of the fitted maximal effect; on the % scale 0 is the no-effect control and ±100 the full control effect
#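 Erythrocytes infected with luciferase-expressing P. falciparum were dispensed at 2% hematocrit and 0.05% parasitemia (final), then incubated with compounds 96 hours at 37 C in 5% CO2. Luminescence after detection reagent addition reported growth.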
# The depositor's hits bear a star; ? = inconclusive; nt = not tested or not shown; [ ] = remark or other dose. Unless noted, the call rests on the fitted dose curve; in most records, active means well fitted curve in the direction sought with a large enough effect; inconclusive means small, poorly fitted or top-dose-only effect, or another doubt; inactive means no such curve, though single readings can be large; an effect the other way counts as inactive or inconclusive.
SMILES,Cycloheximide cs,HCV inh,FBPA Giardia inh,Shiga toxin inh,Pf growth 48h,Pf growth 96h
COC(=O)Cc1csc(/N=C/c2c(O)n(-c3cccc(C(F)(F)F)c3)c(=O)c3ccccc23)n1,-1,3%,3%,-7,0%,-7%
N#CC1=C(N)Oc2n[nH]c(-c3cccs3)c2C1c1ccccc1C(=O)O (stereo unspecified),7,18%,0%,-5,-12%,-10%
Cc1cc(C)nc(NS(=O)(=O)c2ccc(NC(=O)c3ccc(N4C(=O)CCC4=O)cc3)cc2)n1,8,2%,0%,-3,3%,33%
CC1(c2ccc(Cl)cc2)NC(=O)CS1 (stereo unspecified),-1,-5%,-5%,-11,18%,0.26µM*
COc1cc(/C=C/C(=O)OCC(=O)N2CCCC2)cc(OC)c1OC,nt,-16%,nt,nt,?,-12%
Cc1nn(C)c(C)c1CN(Cc1nc(-c2ccc(F)cc2F)oc1C)C1CC1,10,?,0%,-3,?,-11%
O=C(Cn1nnc(-c2ccc(Cl)cc2)n1)N1CCN(C(=O)c2ccco2)CC1,nt,-7%,nt,nt,?,-29%
Cc1cc(C)cc(NC(=O)C(NCC2CCCO2)c2ccccc2)c1 (stereo unspecified),-1,33%[activator],16µM*,-9,?,-18%
CCCCN(Cc1ccccc1)S(=O)(=O)c1ccc2c(c1)n(C)c(=O)c(=O)n2C,6,-6%,5%,-4,51%[activator],6%
CCN(CC)S(=O)(=O)c1ccc(N/N=C(\C)c2cccnc2)nc1,-1,7%,-7%,8,-7%,-14%
O=C(Nc1ccc2c(c1)C(=O)N(c1ccccc1)C2=O)c1cccs1,-3,1%,2%,-5,18%,38%[activator]
COC(=O)c1ccccc1Sc1ncnc2onc(C)c12,-9,?,-22%,-4,2%,?
CCOC(=O)N(CC)OC(=O)Nc1ccc(Cl)cc1,11,1%,-3%,18,nt,?
CS(=O)(=O)N1CCN=C1SCc1ccc([N+](=O)[O-])cc1,-6,7%,-3%,-13,-18%,-20%
Clc1cc(Cl)c2nc(N3CCCCC3)sc2c1,34*,-1%,-3%,72*,126%[activator],0%
CC(NC(=O)C1CCN(C(=O)c2ccc(F)cc2)CC1)c1ccc(-n2ccnc2)cc1 (stereo unspecified),nt,6%,nt,nt,-24%,?
O=C(CSc1nc(-c2ccccc2)cs1)N1CCc2ccccc21,1,10%,-12%,-3,29%,28%
Cc1ccccc1OCCC(=O)Nc1ccc(N2CCOCC2)cc1N1CCOCC1,nt,?,nt,nt,?,-7%
O=C(O)COc1ccc(Cl)cc1CO,-2,0%,14%,-28,-1%,43%[activator]
CN1C(=O)N(c2ccccc2)C(Nc2nncs2)C1(C)C (stereo unspecified),-5,6%,3%,-13,1%,nt

# Structural class, the compounds so far with a Cl atom.
SMILES,Cycloheximide cs,HCV inh,FBPA Giardia inh,Shiga toxin inh,Pf growth 48h,Pf growth 96h
CC1(c2ccc(Cl)cc2)NC(=O)CS1 (stereo unspecified),-1,-5%,-5%,-11,18%,0.26µM*
O=C(Cn1nnc(-c2ccc(Cl)cc2)n1)N1CCN(C(=O)c2ccco2)CC1,nt,-7%,nt,nt,?,-29%
CCOC(=O)N(CC)OC(=O)Nc1ccc(Cl)cc1,11,1%,-3%,18,nt,?
Clc1cc(Cl)c2nc(N3CCCCC3)sc2c1,34*,-1%,-3%,72*,126%[activator],0%
O=C(O)COc1ccc(Cl)cc1CO,-2,0%,14%,-28,-1%,43%[activator]

# (further entries)
SMILES,Cycloheximide cs,HCV inh,FBPA Giardia inh,Shiga toxin inh,Pf growth 48h,Pf growth 96h
C=CCn1c(SCc2cc(=O)n3ccsc3n2)nc2cc(Cl)ccc2c1=O,12,7%,-7%,-14,-2%,22%
Cn1nc(C(F)(F)F)c(-c2cccc(C(F)(F)F)c2)c1NC(=O)Nc1ccc(F)cc1,2,?,4%,-2,0.93µM*,1.3µM*
C/C(=N\NC(=O)COc1ccc(C(C)(C)C)cc1)c1ccc(-n2ccnc2)cc1,31*,-27%,2%,31,-78%,10µM*
Cc1ccc(-c2cc(C(=O)NN)n[nH]2)o1,7,8%,7%,6,?,-13%
CC(C(=O)N1CCN(C(=O)c2ccco2)CC1)n1sc2ccccc2c1=O (stereo unspecified),20,-11%,3%,15,?,44%[activator]
CC(C)n1nccc1N(Cc1ccc(Cl)cc1)S(=O)(=O)c1ccccc1,-6,-13%,-4%,-6,?,?
N#CCCN(C(=O)Nc1ccc(Cl)cc1)c1ccccc1,5,?,-7%,9,?,17%
O=C(Nc1ccc(-c2noc(-c3ccccc3F)n2)cc1)c1cccs1,46*,-19%,5%,71*,16%,9.3µM*
O=C(c1cnccn1)N1CCN(c2ccccc2F)CC1,2,1%,4%,16,1%,-95%
COc1ccc(N=C2S/C(=C\c3ccc(Cl)c([N+](=O)[O-])c3)C(=O)N2CCN(C)C)cc1,-2,?,-11%,21,-28%,-6%
c1ccc2[nH]c(SCc3cscn3)nc2c1,35*,13%,-21%,65*,61%[activator],?
CCOc1cccc(N(C(=O)C2COc3ccccc3O2)C(C(=O)NC2CCCCC2)c2ccc(O)cc2)c1 (stereo unspecified),-1,15%,4%,-6,13µM*,57%[activator]
CC1CCCC(C)N1S(=O)(=O)c1ccc(NC(=O)c2ccccc2C(=O)N2CCOCC2)cc1 (stereo unspecified),-2,18%,-1%,-16,-22%,?
O=C(NCC(c1ccco1)N1CCN(c2ccccc2)CC1)c1ccco1 (stereo unspecified),nt,-3%,nt,nt,?,28%
C=CCSC1=N/C(=C/c2ccsc2)C(=O)N1c1ccccc1,1,-23%,3%,-8,-7%,-26%
Fc1ccc2c(c1)C(c1ccncc1)=NNC(c1cccnc1)=N2,-3,-5%,6%,39,?,?
N#C/C(=C/c1ccccc1)C(=O)OCC(=O)Nc1ccccc1[N+](=O)[O-],nt,7%,nt,nt,?,?
O=C(Nc1cccc(S(=O)(=O)N2CCCCC2)c1)Nc1ccc(Cl)cc1Cl,-2,?,-13%,-17,1%,?
CC(C)C[C@H](NC(=O)[C@H](CC(C)C)NC(=O)[C@H](Cc1ccc(O)cc1)NC(=O)CNC(=O)[C@H](C)NC(=O)[C@H](CO)NC(=O)[C@H](CC(N)=O)NC(=O)[C@H](CC(C)C)NC(=O)[C@@H](NC(=O)[C@H](Cc1c[nH]c2ccccc12)NC(=O)CN)[C@@H](C)O)C(=O)NCC(=O)N1CCC[C@H]1C(=O)N1CCC[C@H]1C(=O)N1CCC[C@H]1C(=O)NCC(=O)N[C@@H](Cc1ccccc1)C(=O)N[C@@H](CO)C(=O)N1CCC[C@H]1C(=O)N[C@@H](Cc1ccccc1)C(=O)N[C@@H](CCCNC(=N)N)C(N)=O,-3,nt,-2%,-6,nt,nt
O=C(CSc1nnc(-c2ccncc2)n1-c1ccccc1)N1CCN(c2ccc(Cl)cc2)CC1,-3,0%,2%,-2,nt,?

# Record cards, as listed above. Values in the order: Cycloheximide cs | HCV inh | FBPA Giardia inh | Shiga toxin inh | Pf growth 48h | Pf growth 96h
# Shown for N#C/C(=C/c1ccccc1)C(=O)OCC(=O)Nc1ccccc1[N+](=O)[O-] → nt | 7% | nt | nt | ? | ?
# Shown for c1ccc2[nH]c(SCc3cscn3)nc2c1 → 35* | 13% | -21% | 65* | 61%[activator] | ?
# Shown for O=C(NCC(c1ccco1)N1CCN(c2ccccc2)CC1)c1ccco1 (stereo unspecified) → nt | -3% | nt | nt | ? | 28%
# Shown for CCOc1cccc(N(C(=O)C2COc3ccccc3O2)C(C(=O)NC2CCCCC2)c2ccc(O)cc2)c1 (stereo unspecified) → -1 | 15% | 4% | -6 | 13µM* | 57%[activator]

# Carrying on:
SMILES,Cycloheximide cs,HCV inh,FBPA Giardia inh,Shiga toxin inh,Pf growth 48h,Pf growth 96h
Cc1cccc(Cn2c(=O)n(Cc3ccco3)c(=O)c3ccccc32)c1,14,-3%,13%,2,?,32%
CN(C)c1ccc(C(=O)C(=O)c2ccccc2)cc1,49*,-7%,13%,67*,52%[activator],?
Cc1[nH]n(-c2ccccc2)c(=O)c1N=Nc1ccccc1C(=O)N1CCCCC1,-3,5%,0%,-6,12%,?
Cc1ccc(S(=O)(=O)NCc2csc(C)n2)cc1,-3,21%,-15%,-4,2%,?
COc1ccc(-c2nc(NC(=O)c3c(C)noc3C)sc2C)cc1,nt,?,nt,nt,?,-23%
COc1cc(CCC(=O)Nc2nccs2)cc(OC)c1OC,-2,-3%,-9%,-14,18%,14%
Cn1cc(CNC(=O)Nc2ccc3c(c2)OCO3)cn1,15*,0%,1%,27,54%[activator],-3%
O=C1c2ccccc2C(=O)N1OCCOCCOCCBr,0,3%,4%,-6,nt,-11%
COc1ccc(-c2nn(-c3ccccc3C)cc2CNCCc2cnc[nH]2)cc1F,-2,-4%,-1%,-5,?,?
O=C(NCCCCc1ccccc1)Nc1ccc(F)cc1F,21,6%,nt,34,7%,?

# Another view of some results above:
molecule: Cc1[nH]n(-c2ccccc2)c(=O)c1N=Nc1ccccc1C(=O)N1CCCCC1
- Cycloheximide cs: -3
- HCV inh: 5%
- FBPA Giardia inh: 0%
- Shiga toxin inh: -6
- Pf growth 48h: 12%
- Pf growth 96h: ?

molecule: Cn1cc(CNC(=O)Nc2ccc3c(c2)OCO3)cn1
- Cycloheximide cs: 15*
- HCV inh: 0%
- FBPA Giardia inh: 1%
- Shiga toxin inh: 27
- Pf growth 48h: 54%[activator]
- Pf growth 96h: -3%

# Continuation.
SMILES,Cycloheximide cs,HCV inh,FBPA Giardia inh,Shiga toxin inh,Pf growth 48h,Pf growth 96h
O=C(NCCS(=O)(=O)N1CCN(c2ccccc2F)CC1)c1ccc(Br)cc1,1,15%,-3%,12,34%[activator],-14%
OCc1cc(-c2ccccn2)no1,nt,-7%,nt,nt,?,104%[activator]
O=C(NCC1CCCO1)c1onc(CSc2cccc3ccccc23)c1C(=O)O (stereo unspecified),-3,30%[activator],29%,-9,13%,30%
CCOC(=O)c1cnc(-n2nc(C)cc2C)nc1N(CC)CC,7,-28%,8%,14,12µM*,nt
Cc1c(C(=O)N2CCOCC2)sc(NC(=O)Cc2ccccc2)c1C#N,1,8%,2%,-15,-7%,0%
COc1cc(/C=N/NC(=O)CCC(=O)Nc2ccc(C)cc2)ccc1O,3,7%,3%,-11,31%[activator],0%
CC(C)NC(=O)NC(=O)COC(=O)c1c2c(nc3ccccc13)CCC2,-2,4.5µM*,nt,-15,?,?
CCOC(=O)C1(Cc2cccc(OC)c2)CCN(Cc2cccc(OC)c2OC)CC1,-2,10µM*,-4%,6,?,?
CC(C)(C)c1ccc(-c2n[nH]c(=S)n2/N=C/c2ccncc2)cc1,16,3%,3%,44,56%[activator],-19%
COc1cc(C(C2C(=O)CC(C)(C)CC2=O)C2C(=O)CC(C)(C)CC2=O)cc(OC)c1OC,-3,39%[activator],-12%,4,0%,18%
CC(C)N(C1=N/C(=C\c2ccco2)C(=O)N1c1ccccc1)C(C)C,3,6%,-1%,-5,nt,-19%
COc1c(N2CCN(C(=S)Nc3ccccc3F)C(C)C2)c(F)cc2c(=O)c(C(=O)O)cn(C3CC3)c12 (stereo unspecified),-3,2%,-18%,-2,?,?
CCCCOc1cccc(-c2nnc(N)s2)c1,25*,0%,15%,17,-20%,-16%
Cc1ccc2nc(CSc3nc(C)cc(C)c3C#N)[nH]c2c1,46*,?,-5%,72,-82%,218%[activator]
CCC1(c2ccccc2)NC(=O)N(CC(=O)Nc2ccc(S(=O)(=O)N3CC(C)CC(C)C3)cc2)C1=O (stereo unspecified),nt,?,nt,nt,?,?
CCCN(CC(=O)Nc1ccc(F)c(F)c1F)C(=O)c1ccc(=O)n(Cc2ccccc2)n1,nt,?,nt,nt,?,?
COc1ccc(N2Nc3n[nH]c(N)c3N2)cc1,43*,-14%,16%,58*,191%[activator],171%[activator]
